# Assay outcomes (PubChem BioAssay)
# CaV13 FRET inh: Disruptors of the CACNA1D IQ motif to Ca2+-dependent inactivation inhibitor domain association, primary screening, Förster resonance energy transfer in intact living …. HEK cells, CFP/YFP FRET ICDI-IQ, plate reader, 10 min; percent FRET-ratio fall versus neutral wells. inhibition, % at 12.3 µM. 340,000 tested, 0.098% active. AID 743397;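 active = mean replicate inhibition of at least 30% and at least 1% of replicates passing that level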;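 also: 0% = median of the neutral control wells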
# Exocytosis inh: LAMP-1 surface exposure blockers, TALL-104 cells – cell-based, flow cytometry, MLPCN library, primary screen | TALL-104 LAMP-1 surface exposure; cells stimulated with thapsigargin and PMA | inhibition, % at 10 µM | 360,000 tested, 0.66% active | AID 651702, 2012;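 active = inhibition above about 55%, limit read from the data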
# iPSC survival up: enhancers of single-cell hiPSC survival, primary screen, ATPlite luminescence; 100% = ROCK inhibitor wells, 0% = DMSO; survival enhancement, % at 20 µM; 360,000 tested, 0.044% active; AID 602274, 2012; in the data active = survival enhancement above about 18%;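 also: cells exposed to compounds for 16 hours before the ATP read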
# NR2E3 ag-1: inhibitors of NR2E3-RetCOR corepressor binding, primary screen, NR2E3 agonist project, biochemical, TR-FRET, GST-NR2E3, biotin-RetCOR; Photoreceptor-specific nuclear receptor (Homo sapiens), Q9Y5X4; 1536-well; inhibition of corepressor binding, % at 4.78 µM; 320,000 tested, 0.12% active; AID 2300, 2010;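 active = percent inhibition above the cutoff of mean plus 3 SD of all tested compounds, set per screening campaign, cut at about 20% in these data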;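 also: 0% = DMSO wells and 100% = biotin wells as full block of FRET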
# Target sequence (Q9Y5X4 whole entry, looked up): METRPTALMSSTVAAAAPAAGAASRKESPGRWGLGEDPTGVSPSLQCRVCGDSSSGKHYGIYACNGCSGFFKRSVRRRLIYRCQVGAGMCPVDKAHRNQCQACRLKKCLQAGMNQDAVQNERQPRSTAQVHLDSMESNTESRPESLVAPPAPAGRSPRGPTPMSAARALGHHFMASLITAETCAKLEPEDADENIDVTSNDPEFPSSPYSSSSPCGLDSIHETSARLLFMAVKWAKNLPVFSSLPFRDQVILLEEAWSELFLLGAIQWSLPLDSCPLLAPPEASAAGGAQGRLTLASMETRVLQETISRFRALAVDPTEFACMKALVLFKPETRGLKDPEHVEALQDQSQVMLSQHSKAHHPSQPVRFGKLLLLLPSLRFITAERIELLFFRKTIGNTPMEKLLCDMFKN
#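 Format: 1536-well format; test system: GST-NR2E3 and biotin-RetCOR proteins; read-out basis: percent inhibition of TR-FRET ratio; timing: 5 h incubation at 4 °C; detection: time-resolved FRET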
# Vif inh: HIV Vif self-association inhibitors, primary screen, imaging, HEK293T, single point; HEK293T cells, Vif self-association by quenched fluorescence, 24 h; inhibition, % at 7.49 µM; 340,000 tested, 0.35% active; in the data active = inhibition above about 50%, passing the limit was not always enough; also: some results filed as inactive read as strong as hits
# NR2E3 ag-2: NR2E3 agonists in two-hybrid cells, primary screen, cell-based, luminescence, CHO-S, Gal4-NCOR/VP16-NR2E3. luciferase. inhibition of corepressor binding, % at 3.98 µM. 360,000 tested, 0.35% active. AID 602229, 2012;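 active = inhibition above the mean of all tested compounds plus 3 SD, cut at about 70% in these data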;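 also: 0% = DMSO with NR2E3 transfected cells and 100% = cells lacking NR2E3 construct; higher means lower luciferase signal from less NR2E3 corepressor binding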
# Peg3 prom inh: Peg3 promoter-driven luciferase inhibitors, primary screen, cell-based, HeLa, luciferase luminescence; 360,000 tested, 1.7% active; inhibition, % at 20 µM; HeLa PEG-Prom luciferase reporter, overnight;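 active = inhibition of at least 50% at 20 µM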
# TRPM1 prom inh: inhibitors of MITF-dependent TRPM1 promoter reporter, primary screen, cell-based, SK-MEL-5, single point, luciferase | SK-MEL-5 TRPM1 promoter luciferase, 24 h | inhibition, % at 12.5 µM | 330,000 tested, 0.83% active;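 active = mean inhibition across replicates of 60% or more, whatever share of single replicates reaches that level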; also: values of inactives mirror those of a sister screen read the other way
# HIF-2a inh: HIF-2a reporter inhibitors, primary screen, luminescence, 786-0 RCC cells | 786-0 RCC cells HIF-2a reporter, luciferase luminescence, overnight | inhibition, % at 18.8 µM | 360,000 tested, 0.72% active;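 active = inhibition of the luminescence signal of 40% or more relative to plate controls, in a single-dose primary screen at 18.75 µM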
# PDI inh: inhibitors of human PDI, primary screen, biochemical, turbidity, single point, plate reader; 350,000 tested, 0.052% active; Protein disulfide-isomerase (Homo sapiens), P07237; PDI insulin aggregation turbidity, A650, 90 min; inhibition, % at 10 µM;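 active = mean inhibition across replicates of 30% or more, whatever share of single replicates reach that level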;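 also: absorbance from insulin aggregation driven by PDI reduction with DTT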
# Target sequence (P07237 whole entry, looked up): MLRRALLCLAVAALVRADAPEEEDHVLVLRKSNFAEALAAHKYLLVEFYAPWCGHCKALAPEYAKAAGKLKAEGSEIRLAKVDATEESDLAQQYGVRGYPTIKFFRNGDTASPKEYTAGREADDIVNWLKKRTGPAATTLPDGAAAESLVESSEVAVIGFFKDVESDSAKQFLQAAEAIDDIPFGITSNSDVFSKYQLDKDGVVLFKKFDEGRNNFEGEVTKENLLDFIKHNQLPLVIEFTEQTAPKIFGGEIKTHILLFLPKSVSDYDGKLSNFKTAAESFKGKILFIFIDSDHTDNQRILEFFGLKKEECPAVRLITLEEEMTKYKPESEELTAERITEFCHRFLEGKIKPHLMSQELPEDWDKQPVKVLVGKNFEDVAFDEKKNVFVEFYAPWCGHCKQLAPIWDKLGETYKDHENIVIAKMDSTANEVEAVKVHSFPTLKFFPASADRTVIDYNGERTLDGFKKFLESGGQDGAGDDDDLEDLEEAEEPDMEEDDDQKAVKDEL
# aDG glyco act: activators of alpha-DG glycosylation, primary screen, uHTS, Pro5-aDG cells, AlphaScreen | activation, % at 10 µM | alpha-DG glycosylation AlphaScreen (IIH6); 0% Pro5, 100% B10-LARGE cell signal | 360,000 tested, 0.22% active;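 active = activation of at least 8% versus controls, or a plate z-score of at least 8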;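 also: Pro5 are CHO cells carrying HIG-tagged alpha-DG that lacks glycosylation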
# Starred values were filed as active, the others as inactive; . = no result given; & = joins results of further samples.
SMILES,CaV13 FRET inh,Exocytosis inh,iPSC survival up,NR2E3 ag-1,Vif inh,NR2E3 ag-2,Peg3 prom inh,TRPM1 prom inh,HIF-2a inh,PDI inh,aDG glyco act
Nc1cccc2c1Cc1cc([N+](=O)[O-])ccc1-2,-6,24,-1.4,.,3,-57,-115,-4,-142,5,0.1
COc1ccc(CN2CCCC(C(=O)c3sccc3C)C2)cc1O (stereo not given),4,-1,1.2,2,7,-23,-3,-3,6,6,-0.1
ClCCOCCCl,.,-3,6.2,1,-9,13,-8,7,-14,.,-0.1
COC1=CC=C2[C@H]3Cc4ccc(OC)c5c4[C@@]2(CCN3C)[C@H]1O5,-3,-9,0.0,-2,-9,12,-3,-3,11,0,0.1
CN1Cc2cnnn2-c2ccccc2C1c1ccccc1 (stereo not given),-3,2,5.6,.,.,6,-2,-2,2,-1,-0.5
C=CCn1c(O)c(C(C)=NCCC2=CCCCC2)c(=O)[nH]c1=O,-6,-4,-1.5,-1,1,-30,-2,5,-28,-11,0.0
Nc1ccc(Br)cc1,-6,6,0.1,.,-2,11,-16,0,-2,12,0.6
CCCc1nc2ccccc2c(=O)n1-c1ccc(OC)cc1,-5,2,-1.3,-2,-1,-2,18,5,-11,11,0.1
O=C1/C(=C/c2cccnc2)N2CCC1CC2,17,-8,0.6,2,9,-25,8,13,9,3,0.0
CCC(=O)[C@@H](C)[C@@H](O)[C@H](C)C[C@@H](C)C1OC(=O)C[C@@]2(O)CC=C(C)C(O2)C(C)=CCCC[C@H](O[C@H]2C[C@@H](OC(N)=O)[C@H](O)[C@@H](C)O2)C=C[C@H](C)C[C@H]1C (stereo not given in full),.,39,-1.9,.,.,93*,.,.,-5,.,3.0
CC(C)(C)C(=O)OC[N+](C)(C)CCOC(=O)C(O)(c1ccccc1)C1CCCC1 (stereo not given),-4,-1,0.7,-2,6,-4,14,8,15,3,0.4
CN1CCc2nc3sc(C#N)c(N)c3c(-c3cccs3)c2C1,-9,-2,5.9,-3,0,4,12,-16,-97,2,-0.5
O=C1NC(=O)C(=Cc2ccc(Sc3ccccc3)o2)C(=O)N1,-15,98*,-0.7,-1,1,-33,20,-3,23,4,-0.3
Cc1cc(C)c(N=Cc2c(O)[nH]c(=O)[nH]c2=O)c(C)c1,-19,-4,2.1,0,-7,-17,51*,32,8,-2,0.0
COc1ccc(CCNCc2ccccc2)cc1,-2,12,2.0,-4,18,10,8,9,17,6,0.2
CN1C(=O)C(C2CCCCC2)C(=O)N(C)C1=O,-6,-5,2.6,.,-3,-2,-10,-8,6,1,0.0
COC(=O)CCCCC1SCC(NC(=O)c2ccccc2)C1Cl (stereo not given),-4,2,1.9,4,11,-6,19,11,10,1,-0.3
COC(=O)C1=C(c2ccc(F)cc2OCc2ccccc2)C[C@@H]2CC[C@H]1N2C(=O)NCCCOC(C)C,-12,-4,2.9,1,-8,16,7,-3,15,-11,0.0
CCNC(=S)N1CCn2cccc2C1c1cccnc1 (stereo not given),-6,1,-0.5,-3,0,-3,26,-7,20,2,0.0
CCCOC(=O)c1ccc(-[n+]2c(-c3ccccc3)cc(-c3ccccc3)cc2-c2ccccc2)cc1,-5,4,-1.6,-1,-11,-9,48,64*,-9,-5,0.0
CC(=NCC1CCCO1)c1c(O)n(-c2ccccc2C)c(=O)[nH]c1=O (stereo not given),-4,1,0.2,1,10,-7,2,-3,14,-2,-0.1
Cc1cc(O)c2c(c1)OC(C)(C)C1=C2CC(C)CC1 (stereo not given),-5,3,-0.7,0,5,-8,-4,15,19,-3,0.0
Cc1c(CC(=O)N2C[C@H]3C[C@@H](C2)c2cccc(=O)n2C3)c(=O)oc2c(C)c(O)ccc12,.,-1,3.0,-2,-28,-34,2,0,4,.,-0.1
COC(=O)C1=C(c2cccc(OC)c2OC)C[C@@H]2CC[C@H]1N2C(=O)NC(C)C,-9,-3,-1.2,3,-1,2,9,-21,1,5,-0.2
Cc1ccc(-n2c(O)c(C=Nc3ccc(S(N)(=O)=O)cc3)c(=O)[nH]c2=O)cc1,4,-5,2.0,2,25,-5,-2,16,11,-5,-0.2
CN(C)C(Cc1ccccc1)C(=O)c1ccc(-c2ccccc2)cc1 (stereo not given),-7,9,-2.2,-6,-3,-5,-6,-8,-99,-7,0.0
CN(C)C1(CNC(=O)c2ccc(NS(=O)(=O)c3ccc(Cl)c(Cl)c3)cc2)CCCCC1,-3,30,-0.5,2,-7,-8,0,-8,7,-5,0.2
C=CCn1c(O)c(C(CC)=Nc2cccc(C(=O)O)c2)c(=O)[nH]c1=O,-14,2,-0.8,-2,-2,-22,3,-12,1,0,0.9
CC(C)Cn1cc(C(=O)N2CCC3(CC2)OCCO3)c2c3ccccc3n(C)c2c1=O,-5,4,0.1,0,9,-13,40,-4,8,-5,0.6
Nc1cc(Cl)c2nonc2c1[N+](=O)[O-],-5,16,4.4,4,1,-19,107*,93*,94*,7,-0.6
CCCCCn1c(=O)c(C(=O)NC(C)c2ccccc2)c(O)c2ccccc21 (stereo not given),5,6,-0.5,3,-6,-2,21,3,23,-4,0.6
COC(=O)C1=C(c2cccc(OCc3ccccc3)c2)C[C@@H]2CC[C@H]1N2C(=O)NCCOc1ccccc1Cl,-6,-8,3.8,-1,-8,-12,-5,5,0,0,0.4
Cn1c(O)c(C(=N)COc2cccc(Cl)c2)c(=O)n(C)c1=O,-4,4,-0.2,1,-1,-9,4,-3,22,5,-0.2
CCN(CC)C(=O)Oc1ccc(NC(=O)N2CCOCC2)cc1,4,1,-0.6,-4,0,29,6,5,14,8,-0.1
Cc1cccc(CCNCc2cc3ccc(C)cc3[nH]c2=O)c1,-4,0,-1.1,-3,-4,-12,3,-8,12,4,0.0
O=C(COc1ccccc1Cl)N1CCCC(N2CCN(c3ccc(F)cc3)CC2)C1 (stereo not given),-5,25,-0.2,1,-5,37,19,8,0,4,1.0
COC(=O)C1=C(c2ccc(F)cc2F)C[C@@H]2CC[C@H]1N2C(=O)NCc1ccco1,-5,2,6.9,1,39,7,-3,12,3,-2,0.3
O=C(N/N=C1/CN2CCC1CC2)c1cc2ccccc2cc1O,-4,-3,1.2,4,1,-8,13,-2,-26,-3,-0.2
C=C[C@@H]1C2=CCOC(=O)C2=CO[C@H]1O[C@@H]1O[C@H](CO)[C@@H](O)[C@H](O)[C@H]1O,-6,-6,-3.0,1,-4,2,-5,-6,13,11,0.0
O=C(Cc1ccccc1)Oc1ccc(N2C(=O)C3CCCCC3C2=O)cc1 (stereo not given),-3,1,-1.2,0,-9,-42,-67,1,-46,7,-0.2
COC(=O)C1=C(c2ccc(F)cc2OCc2ccccc2)C[C@@H]2CC[C@H]1N2C(=O)N1CCC(O)(c2ccc(Cl)cc2)CC1,-4,-1,-0.1,.,.,-14,-7,4,-6,2,0.7
CC(C(=O)Nc1ccc(Br)cc1C(=O)c1ccccc1)N1CCCCC1 (stereo not given),-5,2,3.8,-3,7,12,19,-7,17,-3,0.5
CN1CC[C@@]2(C)c3cc(O)ccc3N(C)[C@@H]12,-5&-5,1&2,-3.6&-2.6,.,-4&27,-19&-15,-15&-7,34&10,-8&7,-2&-13,0.6&0.5
Oc1ccccc1-[n+]1c(-c2ccccc2)cc(-c2ccccc2)c(O)c1-c1ccccc1,-30,74*,2.0,1,5,-37,46,-20,-29,1,-0.1
Clc1cccc(N2Cc3cc(-c4ccccc4)ccc3-n3nncc3C2)c1,-9,99*,-1.6,.,-10,26,101*,.,11,.,0.0
Cc1ccc(/C=C2/C(=O)NC(=O)N(CC3CCCO3)C2=O)s1 (stereo not given),-3,29,-1.6,2,0,-61,11,1,7,6,-0.3
CCOC(=O)c1c(/N=C/C2C(=O)NC(=O)NC2=O)sc2c1CCC2,3,8,1.8,-4,0,2,-17,-7,7,6,0.1
Cn1c(O)c(/C=N/N2CCCCC2)c(=O)[nH]c1=O,-3,-2,2.1,1,-4,-1,4,-3,8,8,-0.1
O=C1NS(=O)c2cc([N+](=O)[O-])cc([N+](=O)[O-])c21 (stereo not given),6,0,0.5,-1,-23,-7,3,3,4,3,0.0

# Arranged by count of non-hydrogen atoms (smallest number first): some entries from above
SMILES,CaV13 FRET inh,Exocytosis inh,iPSC survival up,NR2E3 ag-1,Vif inh,NR2E3 ag-2,Peg3 prom inh,TRPM1 prom inh,HIF-2a inh,PDI inh,aDG glyco act
CN1CC[C@@]2(C)c3cc(O)ccc3N(C)[C@@H]12,-5&-5,1&2,-3.6&-2.6,.,-4&27,-19&-15,-15&-7,34&10,-8&7,-2&-13,0.6&0.5
O=C1NS(=O)c2cc([N+](=O)[O-])cc([N+](=O)[O-])c21 (stereo not given),6,0,0.5,-1,-23,-7,3,3,4,3,0.0
Cc1ccc(/C=C2/C(=O)NC(=O)N(CC3CCCO3)C2=O)s1 (stereo not given),-3,29,-1.6,2,0,-61,11,1,7,6,-0.3
O=C(N/N=C1/CN2CCC1CC2)c1cc2ccccc2cc1O,-4,-3,1.2,4,1,-8,13,-2,-26,-3,-0.2
CCOC(=O)c1c(/N=C/C2C(=O)NC(=O)NC2=O)sc2c1CCC2,3,8,1.8,-4,0,2,-17,-7,7,6,0.1
C=C[C@@H]1C2=CCOC(=O)C2=CO[C@H]1O[C@@H]1O[C@H](CO)[C@@H](O)[C@H](O)[C@H]1O,-6,-6,-3.0,1,-4,2,-5,-6,13,11,0.0
CC(C(=O)Nc1ccc(Br)cc1C(=O)c1ccccc1)N1CCCCC1 (stereo not given),-5,2,3.8,-3,7,12,19,-7,17,-3,0.5
Clc1cccc(N2Cc3cc(-c4ccccc4)ccc3-n3nncc3C2)c1,-9,99*,-1.6,.,-10,26,101*,.,11,.,0.0
COC(=O)C1=C(c2ccc(F)cc2F)C[C@@H]2CC[C@H]1N2C(=O)NCc1ccco1,-5,2,6.9,1,39,7,-3,12,3,-2,0.3
Oc1ccccc1-[n+]1c(-c2ccccc2)cc(-c2ccccc2)c(O)c1-c1ccccc1,-30,74*,2.0,1,5,-37,46,-20,-29,1,-0.1

# Only part of the results is shown; count on the stated rates, not on these rows.
